BioA inh: BioA (M. tuberculosis) enzyme inhibition; purified M. tuberculosis BioA enzyme, plate reader; 360,000 tested, 0.096% active; inhibition, % at 9.99 µM; AID 602481; in the data active = inhibition above about 40%
Numbers without * were called inactive. Not all compounds are listed, so the mix of outcomes need not match the whole.

> CC(C)NC(=O)N1CCCCN2[C@@H](CO)[C@H](c3ccc(Br)cc3)[C@@H]2C1
  BioA inh: 2.4

> CO[C@@H]1CN(C)C(=O)c2ccc(NC(=O)Nc3cc(F)ccc3F)cc2OC[C@H](C)N(C)C[C@@H]1C
  BioA inh: 1.1

> C[C@@H]1CCCCO[C@@H](CN(C)CC2CC2)[C@@H](C)CN([C@H](C)CO)C(=O)c2cc(NC(=O)Nc3ccc4c(c3)OCO4)ccc2O1
  BioA inh: -0.1

> CCC(=O)N1C[C@@H](C)[C@H](OC)CN(C)C(=O)c2cc(NC(=O)c3ccc(F)cc3)ccc2OC[C@H]1C
  BioA inh: -0.9

> C[C@H]1CN([C@@H](C)CO)S(=O)(=O)c2ccc(C#CCN(C)C)cc2O[C@@H]1CN(C)Cc1ccc2c(c1)OCO2
  BioA inh: -1.9

> CO[C@@H](CN(C)Cc1cc(F)ccc1F)[C@@H](C)CN(C(=O)Nc1ccc(F)cc1)[C@H](C)CO
  BioA inh: 1.4

> CCCC#Cc1cnc2c(c1)C(=O)N([C@H](C)CO)C[C@@H](C)[C@H](CN(C)C(=O)NC1CCCC1)O2
  BioA inh: -1.0

> CN1CCN(C(=O)C[C@@H]2CC[C@@H]3[C@H](COC[C@H](O)CN3C(=O)C3CCOCC3)O2)CC1
  BioA inh: -1.0

> COCC(=O)N(C[C@@H]1N[C@H](CO)[C@H]1c1ccc(-c2cccnc2)cc1)C(C)C
  BioA inh: 1.3

> CN1C(=O)c2cc(NC(=O)Nc3ccccc3F)ccc2OC[C@@H]2O[C@@H](CC(=O)NCc3ccc(-c4ccccc4)cc3)CC[C@H]21
  BioA inh: -1.9

> CCNC(=O)C[C@@H]1CC[C@@H]2[C@@H](COc3ccc(NC(=O)Nc4ccc(Cl)cc4)cc3C(=O)N2C)O1
  BioA inh: 22

> C[C@@H]1CCCCO[C@H](CN(C)C(=O)Nc2ccc(C(F)(F)F)cc2)[C@H](C)CN([C@H](C)CO)C(=O)c2cc(NC(=O)Nc3ccc(F)cc3)ccc2O1
  BioA inh: -3.1

> COc1ccc(CN(C)C[C@H]2Oc3ccc(NC(=O)Nc4cccc5ccccc45)cc3C(=O)N([C@@H](C)CO)C[C@H]2C)cc1
  BioA inh: -1.0

> C[C@@H]1CN([C@H](C)CO)C(=O)c2cc(C#CCN(C)C)cnc2O[C@@H]1CN(C)Cc1ccc(F)cc1
  BioA inh: 0.8

> CNC[C@H]1Oc2ccc(NC(=O)Nc3ccc(OC)cc3)cc2CC(=O)N([C@@H](C)CO)C[C@@H]1C
  BioA inh: 1.8

> COc1ccccc1NC(=O)N1C[C@H](O)COC[C@H]2O[C@@H](CC(=O)NCc3ccccc3)CC[C@@H]21
  BioA inh: 0.1

> C[C@@H]1CN([C@H](C)CO)C(=O)c2cccc(NC(=O)c3nc4ccccc4s3)c2O[C@@H]1CN(C)C
  BioA inh: -1.5

> O=C(C[C@@H]1C[C@@H]2c3cc(NC(=O)c4ccc5c(c4)OCO5)ccc3O[C@@H]2[C@@H](CO)O1)NCc1cccc(F)c1
  BioA inh: -0.3

> C[C@@H]1CCCCO[C@@H](CN(C)C(=O)Cc2ccccc2)[C@@H](C)CN([C@H](C)CO)C(=O)c2cc(NC(=O)CCCCCC(=O)Nc3ccccc3N)ccc2O1
  BioA inh: 1.1

> COCC(=O)N(C)C[C@@H]1Oc2ncc(C#Cc3ccc(F)cc3)cc2C(=O)N([C@H](C)CO)C[C@H]1C
  BioA inh: -0.4

> C[C@H](CO)N1C[C@H](C)[C@H](CN(C)Cc2ccc(Cl)c(Cl)c2)Oc2ccc(NC(=O)Nc3ccc(C(F)(F)F)cc3)cc2C1=O
  BioA inh: -1.2

> C[C@@H]1CN([C@@H](C)CO)C(=O)c2cc(NC(=O)Nc3cccc4ccccc34)ccc2O[C@@H](C)CCCCO[C@H]1CN(C)Cc1ccc(C(=O)O)cc1
  BioA inh: 1.2

> C[C@H](O)C#Cc1ccc2c(c1)O[C@@H](CN(C)CC1CCOCC1)[C@@H](C)CN([C@@H](C)CO)S2(=O)=O
  BioA inh: -2.1

> CC=Cc1ccc2n(c1=O)C[C@H]1[C@H](CO)[C@@H](C(=O)N3CCCCC3)[C@@H]2N1C(=O)C1CCC1 (mixture of isomers)
  BioA inh: -2.5

> CCNC(=O)[C@@H]1[C@@H](CO)[C@@H]2Cn3c(ccc(C4=CCCCC4)c3=O)[C@@H]2N1C(=O)CC1CC1
  BioA inh: 2.4

> CC(C)C#Cc1cnc2c(c1)C(=O)N([C@H](C)CO)C[C@H](C)[C@@H](CN(C)C(=O)c1ccccn1)O2
  BioA inh: 0.9

> CC(=O)N1CCCCN2[C@@H](CO)[C@H](c3ccc(Br)cc3)[C@@H]2C1
  BioA inh: 3.2

> O=C(C1CCC1)N1CCCCN2[C@H](CO)[C@H](c3ccc(-c4ccncc4)cc3)[C@@H]2C1
  BioA inh: -1.2

> CN1C(=O)c2cc(NC(=O)c3ccc(F)cc3)ccc2OC[C@@H]2O[C@H](CC(=O)NCC3CCCCC3)CC[C@@H]21
  BioA inh: -2.4

> COCC#Cc1ccc2c(c1)O[C@H](CN(C)C(=O)CC1CC1)[C@H](C)CN([C@H](C)CO)S2(=O)=O
  BioA inh: -1.5

> O=C(C[C@H]1CC[C@H]2NC[C@@H](O)COC[C@@H]2O1)Nc1nccs1
  BioA inh: 0.6

> COc1ccc(CNC(=O)C[C@H]2CC[C@@H](NC(=O)Nc3ccc4c(c3)OCO4)[C@@H](CO)O2)cc1
  BioA inh: -3.2

> COC(=O)[C@H]1[C@H](CO)[C@H]2Cn3c(ccc(C4=CCCCC4)c3=O)[C@H]2N1Cc1ccc2c(c1)OCO2
  BioA inh: -0.8

> CC(C)NC(=O)Nc1ccc2c(c1)C(=O)N(C)[C@@H]1CC[C@@H](CC(=O)NCc3ccc(F)cc3)O[C@@H]1CO2
  BioA inh: 0.6

> COC(=O)[C@H]1[C@H](CO)[C@H]2Cn3c(ccc(-c4cncnc4)c3=O)[C@H]2N1C(=O)C1CCC1
  BioA inh: -1.9

> CCC(=O)N(C)C[C@H]1Oc2cc(-c3cccc(OC)c3)ccc2S(=O)(=O)N([C@H](C)CO)C[C@@H]1C
  BioA inh: 1.0

> CC(C)NC(=O)N(C)C[C@H]1Oc2ccc(NS(=O)(=O)c3ccccc3)cc2CC(=O)N([C@H](C)CO)C[C@@H]1C
  BioA inh: 0.8

> N#C[C@@H]1[C@@H](c2ccccc2)[C@H](CO)N1S(=O)(=O)c1ccc(F)cc1
  BioA inh: -4.9

> C[C@@H]1CN([C@@H](C)CO)S(=O)(=O)c2ccc(-c3cncnc3)cc2O[C@@H]1CN(C)Cc1ccncc1
  BioA inh: -1.3

> C[C@@H](NC(=O)C[C@@H]1C=C[C@@H](NC(=O)c2cccnc2)[C@@H](CO)O1)c1ccccc1
  BioA inh: -2.2

> CO[C@H]1CC[C@H]2CCN(C)C(=O)[C@H](C)N(C)C(=O)c3cccc(C#N)c3OC[C@H]1O2
  BioA inh: -0.3

> COc1cccc(S(=O)(=O)N(C)C[C@@H]2Oc3ncc(C#Cc4ccccc4)cc3C(=O)N([C@H](C)CO)C[C@@H]2C)c1
  BioA inh: -2.2

> C[C@@H]1CN([C@@H](C)CO)C(=O)c2cc(NC(=O)C3CCCCC3)ccc2O[C@H]1CN(C)Cc1ccc(Oc2ccccc2)cc1
  BioA inh: -1.4

> C[C@@H]1CN([C@H](C)CO)C(=O)c2cc(NC(=O)Nc3cccc4ccccc34)ccc2O[C@@H](C)CCCCO[C@@H]1CN(C)Cc1ccc2c(c1)OCO2
  BioA inh: -3.7

> CO[C@H]1CN(C)C(=O)c2cc(NS(=O)(=O)CC(F)(F)F)ccc2OC[C@H](C)N(CC2CCCCC2)C[C@@H]1C
  BioA inh: 2.1

> COc1ccccc1-c1ccc([C@H]2[C@@H](CO)N3CCCCN(C(=O)c4ccncc4)C[C@@H]23)cc1
  BioA inh: -1.4

> OC[C@@H]1[C@@H](c2ccc(-c3cccc(F)c3)cc2)[C@H]2CN(CCC(F)(F)F)CCCCN12
  BioA inh: 6.0

> CN1CCN(C(=O)C[C@H]2CC[C@@H]3[C@H](COC[C@H](O)CN3C(=O)Nc3cc(Cl)cc(Cl)c3)O2)CC1
  BioA inh: 1.1

> CCNC(=O)C[C@@H]1CC[C@H]2[C@@H](COC[C@H](O)CN2C(=O)Nc2ccc3c(c2)OCO3)O1
  BioA inh: 25

> C[C@@H]1CN([C@H](C)CO)C(=O)c2cc(NC(=O)Cc3ccccc3)ccc2O[C@@H]1CN(C)C(=O)Nc1ccccc1
  BioA inh: 1.7

> C[C@@H]1CCCCO[C@@H](CN(C)S(C)(=O)=O)[C@H](C)CN([C@@H](C)CO)C(=O)c2cc(N(C)C)ccc2O1
  BioA inh: -0.6

> COCC#Cc1cnc2c(c1)C(=O)N([C@H](C)CO)C[C@H](C)[C@@H](CN(C)C)O2
  BioA inh: -4.7

> CCC(=O)Nc1ccc2c(c1)OC[C@@H](C)N(Cc1cc(-c3ccccc3)on1)C[C@@H](C)[C@H](OC)CN(C)C2=O
  BioA inh: -0.2

> COc1cccc(-c2ccc([C@H]3[C@H]4CN(CC5CCOCC5)CCCCN4[C@H]3CO)cc2)c1
  BioA inh: 1.5

> Cc1ccc(-c2ccc([C@H]3[C@@H](CO)N4CCCCN(C(=O)Nc5cccc(F)c5)C[C@@H]34)cc2)cc1
  BioA inh: -1.4

> COC(=O)C[C@H]1C[C@@H]2c3cc(NS(=O)(=O)c4ccccc4)ccc3O[C@@H]2[C@@H](CO)O1
  BioA inh: -0.6

> CCC(=O)NC[C@@H]1[C@H](c2ccccc2)[C@@H](CO)N1C(=O)C1CC1
  BioA inh: -7.0

> C[C@@H]1CN([C@H](C)CO)C(=O)c2cccc(NC(=O)C3CC3)c2O[C@H]1CN(C)S(=O)(=O)c1ccc(F)cc1
  BioA inh: 1.3

> CN1C(=O)c2cc(NC(=O)c3ccc(F)cc3)ccc2OC[C@H]2O[C@@H](CC(=O)NCC3CC3)CC[C@H]21
  BioA inh: -0.5

> C[C@@H]1CN([C@H](C)CO)C(=O)c2cccc(NC(=O)Nc3cccc4ccccc34)c2O[C@@H]1CN(C)Cc1ccccc1
  BioA inh: 0.7

Three entries from above, in CSV form.
compound,BioA inh
C[C@@H]1CN([C@H](C)CO)C(=O)c2cccc(NC(=O)C3CC3)c2O[C@H]1CN(C)S(=O)(=O)c1ccc(F)cc1,1.3
C[C@H](CO)N1C[C@H](C)[C@H](CN(C)Cc2ccc(Cl)c(Cl)c2)Oc2ccc(NC(=O)Nc3ccc(C(F)(F)F)cc3)cc2C1=O,-1.2
O=C(C1CCC1)N1CCCCN2[C@H](CO)[C@H](c3ccc(-c4ccncc4)cc3)[C@@H]2C1,-1.2

(continued)
> COc1ccc(NC(=O)N(C)C[C@H]2Oc3c(NS(C)(=O)=O)cccc3C(=O)N([C@@H](C)CO)C[C@@H]2C)cc1
  BioA inh: -2.7

> C[C@H](O)C#Cc1ccc2c(c1)O[C@H](CN(C)C(=O)C1CCCCC1)[C@H](C)CN([C@H](C)CO)S2(=O)=O
  BioA inh: 1.9

> COc1ccc(S(=O)(=O)N(C)C[C@@H]2Oc3ccc(NC(=O)CCCN(C)C)cc3C(=O)N([C@@H](C)CO)C[C@H]2C)cc1
  BioA inh: -3.2

> C[C@@H]1CN([C@@H](C)CO)S(=O)(=O)c2ccc(-c3ccc(C(=O)N(C)C)cc3)cc2O[C@H]1CN(C)C
  BioA inh: 4.1

> COc1ccc(NC(=O)Nc2ccc3c(c2)C(=O)N([C@@H](C)CO)C[C@@H](C)[C@H](CN(C)Cc2ccc(Cl)c(Cl)c2)OCCCC[C@H](C)O3)cc1
  BioA inh: -2.9

> C[C@@H]1CN([C@@H](C)CO)C(=O)Cc2cc(NS(=O)(=O)c3ccccc3)ccc2O[C@@H]1CN(C)C(=O)Nc1ccc(F)cc1
  BioA inh: 0.0

> Cc1noc(C)c1NC(=O)Nc1cccc2c1O[C@@H](CN(C)Cc1ccc(Oc3ccccc3)cc1)[C@H](C)CN([C@@H](C)CO)C2=O
  BioA inh: -2.3

> CC(C)NC(=O)N(C)C[C@@H]1Oc2ccc(NC(=O)C3CCCCC3)cc2C(=O)N([C@@H](C)CO)C[C@H]1C
  BioA inh: -1.6

> O=C(C[C@@H]1C[C@H]2c3cc(NC(=O)C4CCOCC4)ccc3O[C@H]2[C@@H](CO)O1)NCc1cc(F)ccc1F
  BioA inh: -0.6

> Cc1noc(C)c1NC(=O)N(C)C[C@@H]1OCCCC[C@@H](C)Oc2ccc(NC(=O)NC3CCCCC3)cc2C(=O)N([C@@H](C)CO)C[C@H]1C
  BioA inh: -0.8

> C[C@H](CO)N1C[C@H](C)[C@H](CN(C)C(=O)Nc2ccccc2)Oc2ccc(NC(=O)Cc3cn(C)c4ccccc34)cc2C1=O
  BioA inh: 2.9

> C[C@@H]1CN([C@H](C)CO)C(=O)c2cccc(NC(=O)NC3CCCCC3)c2O[C@@H]1CN(C)S(=O)(=O)c1ccc(Cl)cc1
  BioA inh: 1.7

> Cc1cccc(-c2ccc([C@@H]3[C@H](CO)N4CCCCN(S(=O)(=O)c5cccs5)C[C@@H]34)cc2)c1
  BioA inh: -0.1

> COc1ccc(NC(=O)N(C)C[C@@H]2Oc3c(NC(=O)Nc4ccccc4)cccc3C(=O)N([C@H](C)CO)C[C@H]2C)cc1
  BioA inh: 2.9

> C/C=C/c1cnc2c(c1)C(=O)N([C@@H](C)CO)C[C@H](C)[C@@H](CN(C)C(=O)c1cccnc1)O2
  BioA inh: -4.2

> Cc1noc(C)c1NC(=O)N(C)C[C@@H]1Oc2ccc(NS(=O)(=O)c3cccs3)cc2C(=O)N([C@H](C)CO)C[C@@H]1C
  BioA inh: 0.7

> CCNC(=O)C[C@@H]1CC[C@H]2[C@H](COc3ccc(NC(C)=O)cc3C(=O)N2C)O1
  BioA inh: -0.8

> COc1ccccc1-c1ccc([C@@H]2[C@H]3CN(C(=O)c4cccnc4)CCCCN3[C@H]2CO)cc1
  BioA inh: 3.2

> Cc1ccc(S(=O)(=O)N2CC[C@H]3[C@H](CO)Nc4ccc(Br)cc4[C@H]32)cc1
  BioA inh: 1.6

> C[C@@H]1CN([C@@H](C)CO)C(=O)c2cc(NC(=O)c3ccccc3)ccc2O[C@@H](C)CCCCO[C@H]1CN(C)Cc1ccc2c(c1)OCO2
  BioA inh: -0.2

> Cc1cccc(-c2ccc([C@H]3[C@@H](CO)N4CCCCN(C(=O)NC(C)C)C[C@@H]34)cc2)c1
  BioA inh: -3.5
